Screening data as filed in PubChem.
M. tuberculosis GlmU – inhibition of mycobacterial GlmU enzyme – biochemical, glucosamine-1-phosphate acetyltransferase (AID 1376). M. tuberculosis GlmU acetyltransferase enzyme assay; higher % means a stronger effect. inhibition, %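 (tested at 30 µM in the primary screen)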, or IC50 in µM where a hit was titrated. 0.25% of 220,000 active; in the data active means inhibition above about 13%;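 further: 0% = complete reaction with vehicle and 100% = reaction without substrate; strong numbers were not always called active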
RmlCD inh 1536 – blocks M. tuberculosis RmlC and RmlD coupled enzymes; P9WH09+P9WH11; RmlC+RmlD coupled enzyme assay, percent inhibition; primary screen in compound mixtures; inhibition, % at 3.6 µM; 0.03% of 160,000 active; AID 1533; in the data active means inhibition mostly above about 34%, no sharp cut-off; further: some results filed as inactive read as strong as hits
Target sequence (P9WH09 whole entry, looked up): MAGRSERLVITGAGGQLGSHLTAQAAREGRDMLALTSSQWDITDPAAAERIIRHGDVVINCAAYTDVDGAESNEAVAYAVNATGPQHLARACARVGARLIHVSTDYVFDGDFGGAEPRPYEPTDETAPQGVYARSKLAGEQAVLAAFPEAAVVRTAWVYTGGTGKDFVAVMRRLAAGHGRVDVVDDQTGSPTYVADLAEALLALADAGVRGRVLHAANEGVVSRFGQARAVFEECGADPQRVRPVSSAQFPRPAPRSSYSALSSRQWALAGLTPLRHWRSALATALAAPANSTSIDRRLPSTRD
Target sequence (P9WH11 whole entry, looked up): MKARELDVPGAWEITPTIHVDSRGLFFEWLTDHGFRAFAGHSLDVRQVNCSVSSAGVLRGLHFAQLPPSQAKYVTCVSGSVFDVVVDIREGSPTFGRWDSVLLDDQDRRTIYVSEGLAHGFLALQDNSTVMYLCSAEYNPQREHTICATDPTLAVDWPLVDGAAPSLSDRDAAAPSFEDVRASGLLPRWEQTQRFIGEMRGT
* marks the source's active call; other numbers are inactive results; . = no result given.

Results follow in this order: M. tuberculosis GlmU | RmlCD inh 1536
O=S(=O)(Nc1cccc(S(=O)(=O)N2CCOCC2)c1)c1ccc(Cl)s1
→ -0.2% | .
O=C(NCCC1=CCCCC1)c1ccc(Cl)c(S(=O)(=O)N2CCOCC2)c1
→ 2.4% | 10
CC1C=Cc2ccccc2N1C(=O)c1ccccc1 (stereo not given)
→ -0.2% | .
CC(=O)c1cc2c(cc1NS(=O)(=O)c1ccccc1F)OCO2
→ 0.5% | -14
C[C@@H]1CN(C(=O)c2nc3ccc(Cl)cn3c2CN[C@H]2CCCCNC2=O)C[C@H](C)O1
→ 6.4% | -3
CCCC[N+]1(C)[C@@H]2CC(OC(=O)[C@H](CO)c3ccccc3)C[C@H]1[C@@H]1O[C@@H]12 (stereo not given in full)
→ 3.3% | 5
CC(Cc1ccccc1)C(=O)N(C)Cc1ccccc1 (stereo not given)
→ 0.3% | .
Cc1cccc(NC(=O)c2ccoc2C)n1
→ -2.3% | 21
COc1ccccc1CNC(=O)C1(NC(=O)Nc2ccc(C)cc2)CCCCC1
→ -4.3% | 46
CN(C)c1ccc(C=Nc2ccccc2C(N)=O)cc1
→ -2.5% | 5
CC(C)c1ccc(NC(=O)CSc2n[nH]c(=O)n2-c2ccc3c(c2)OCCO3)cc1
→ -5.1% | -3
N#Cc1c(NC(=O)COC(=O)c2ccc(F)cc2)sc2c1CCC2
→ 1.7% | 5
Nc1nonc1NC(=O)NN=C1CCCCC1
→ 6.5% | 3
O=C(OCC(=O)c1cccs1)C1=COCCO1
→ 9.5% | 3
CCc1ccc(/C(C)=N/Nc2cc(Cl)nc(C)n2)cc1
→ -1.0% | -4
CNc1ccc(Br)cc(C(=O)/C=C/c2cccc(OC)c2OC)c1=O
→ 0.9% | .
CSc1c2c(nc3ncnn13)CCC2
→ -4.2% | -6
CCn1c(SCC(=O)N2CCN(c3cccc(Cl)c3)CC2)nc2ccccc2c1=O
→ -1.5% | .
CCCCCCCCSc1nnc(/N=C/N(C)C)s1
→ 5.1% | 13
N/C(CCS(=O)(=O)c1ccc(Cl)cc1)=N\OC(=O)c1ccc(Cl)cc1
→ 0.8% | -10

Entries of single compounds from above.
Record of CC(=O)c1cc2c(cc1NS(=O)(=O)c1ccccc1F)OCO2 = M. tuberculosis GlmU: 0.5%; RmlCD inh 1536: -14
Record of CSc1c2c(nc3ncnn13)CCC2 = M. tuberculosis GlmU: -4.2%; RmlCD inh 1536: -6

(more compounds)
Results follow in this order: M. tuberculosis GlmU | RmlCD inh 1536
Cc1cc(C(=O)Nc2ccc(C)c(S(=O)(=O)N3CCOCC3)c2)c(C)o1
→ -1.5% | -11
CCOc1ccccc1NC(=S)N(CCN(C)C)C(C)c1ccncc1 (stereo not given)
→ 2.5% | 65
CC(C)c1cc(C(=O)Nc2cccc(Cl)c2)no1
→ -0.5% | .
CC(=O)c1ccc(S(=O)(=O)N(Cc2cc3cc4c(cc3[nH]c2=O)OCCO4)CC2CCCO2)cc1 (stereo not given)
→ -4.0% | -7
COc1cccc(N/C(N)=N/c2nc(C(F)(F)F)cc(C(F)(F)F)n2)c1
→ 5.7% | .
COc1ccc(Cn2nnnc2CN2CCN(c3ccc(OC)cc3)CC2)cc1
→ -5.9% | .
Cc1ccc(S(=O)(=O)N2CCCC(c3nc(-c4ccc(C)o4)no3)C2)cc1 (stereo not given)
→ -5.5% | .
CCc1cc2c(SCc3nc4sc(C(C)=O)c(C)c4c(=O)[nH]3)ncnc2s1
→ 0.8% | -20
CCOC(=O)c1ccc(N2CSC3=C(C#N)C(c4cccs4)CC(=O)N3C2)cc1 (stereo not given)
→ 4.4% | -9
O=C(O)CCC(=O)N1N=C(c2ccco2)CC1c1cccs1 (stereo not given)
→ 6.2% | -7
COc1cccc(Nc2nc(=O)[nH]nc2C)c1
→ 4.3% | 1
Cc1ccc(OCCCC(=O)Nc2ccc(S(=O)(=O)Nc3cc(C)on3)cc2)cc1
→ 1.0% | -3
COC(=O)c1[nH]c2cccc(OC)c2c1NC(=O)CCN1CCN(c2ccccc2F)CC1
→ 0.2% | 50
OC(CNC1CCCc2ccccc21)COc1ccc2ccccc2c1 (stereo not given)
→ -6.1% | .
O=C(Cc1ccccc1)c1c[nH]c(C(=O)NCc2ccncc2)c1
→ -0.5% | 12
CCOC(=O)C1CCCN(C(=O)c2ccccc2[N+](=O)[O-])C1 (stereo not given)
→ 4.0% | -7
NC1=NC(c2ccc(Cl)cc2)N(c2ccc(S(N)(=O)=O)cc2)C(N)=N1 (stereo not given)
→ -0.8% | -1
CCC(O)(C#CCN1CCCCC1)CC
→ -4.5% | 3
COCCn1c(-c2cc(OC)c(OC)c(OC)c2)nc2oc3ccccc3c(=O)c2c1=O
→ -1.9% | .
CCC1CCc2c(n(C)c3ccccc3c2=O)O1 (stereo not given)
→ -3.2% | .
CN1CCCC2(CCCN(Cc3nc(Cc4cccc(C(F)(F)F)c4)no3)C2)C1 (stereo not given)
→ -2.7% | .
CC(=O)Oc1ccc2c(C)cc(=O)[nH]c2c1
→ 0.1% | 3
COc1ccc(OCC(N)=O)cc1
→ 0.7% | .
COCCn1c(SCC(=O)Nc2nc3ccccc3s2)nnc1-c1ccoc1C
→ 5.2% | .
COc1ccccc1NC(=O)c1sc2ncn(Cc3cccc(C)c3)c(=O)c2c1C
→ 5.5% | 3
Cc1nc(N2CCCC2C(=O)O)c2oc3ccccc3c2n1 (stereo not given)
→ -2.9% | .
S=c1nc2ccccc2c2nc(-c3cccnc3)[nH]n12
→ 3.2% | -10
CN=C1SC(CC(=O)Nc2ccc(F)cc2F)C(=O)N1/N=C(\C)c1cccc(OCC(=O)O)c1 (stereo not given)
→ 1.4% | 2
Cc1cc(C)n2c(SCC(=O)N(C)C3CCCCC3)nnc2n1
→ -1.5% | 1
COc1ccc(CN(C)C(C)C(=O)Nc2ccc(S(=O)(=O)N3CCCC3)cc2)c(OC)c1OC (stereo not given)
→ -3.1% | 9
O=C(CSc1nc2ccccc2o1)NCCOc1ccccc1
→ 0.5% | 4
CCOc1ccccc1Nc1nc(-c2sc(NC(=O)c3cccc(Cl)c3)nc2C)cs1
→ 3.6% | 10
Cc1nc(Nc2nc3ccccc3o2)nc(C)c1C
→ -2.2% | 2
Cc1ccc(N=C2NC(=O)/C(=C/C=C/c3ccco3)S2)cc1C
→ -6.9% | 13
CC(=O)c1nc2ccccc2n1S(=O)(=O)c1ccc(Cl)cc1
→ -1.2% | 49
Cc1ccc(S(=O)(=O)c2c(N)n(/N=C/c3ccco3)c3nc4ccccc4nc23)cc1C
→ -3.7% | .
O=S(Cc1ccc(Cl)cc1)c1ncc(CO)n1Cc1ccccc1 (stereo not given)
→ 6.4% | 3
Cc1c(C(=O)N2CCN(c3ccccc3)CC2)sc2ncnc(N3CCN(c4ccccc4)CC3)c12
→ 3.3% | .
COc1ccc(S(=O)(=O)N2CCC(C(=O)N3CCCCC3)CC2)cc1Cl
→ 0.5% | 3
CCC(C)NS(=O)(=O)c1ccc(OCC(=O)Nc2ccc3c(c2)OCO3)cc1 (stereo not given)
→ -2.5% | 8
CC(NC(=O)c1cccc(Br)c1)c1ccccc1 (stereo not given)
→ 0.6% | -6
C/C(CCS(=O)(=O)c1ccccc1)=N/O
→ -7.4% | 5
c1ccc(-c2ncc(-c3ccn[nH]3)s2)cc1
→ 2.7% | 7
NC(=S)NN=C1c2cc(S(=O)(=O)N3CCOCC3)ccc2-c2ccc(S(=O)(=O)N3CCOCC3)cc21
→ 3.6% | 7
CCN(CC)CCNC(=O)NC(=O)c1ccc(Cl)cc1
→ 8.7% | 5
Cc1ccc(N2CCN(S(=O)(=O)c3ccc(F)cc3)CC2)c(C)c1
→ 2.2% | 4
O=C(CSc1cccc[n+]1[O-])Nc1c(Br)cc([N+](=O)[O-])cc1Br
→ 0.5% | -7
Cc1cc(C(=O)COc2ccccc2C(N)=O)c(C)n1C1CC1
→ -2.2% | 1
COc1ccc(CCN2C(=O)NC(NC(=O)CCc3ccccc3)(C(F)(F)F)C2=O)cc1OC (stereo not given)
→ -4.1% | -8
COc1ccc(NC(=O)CC2SC(=NCC3CCCO3)NC2=O)cc1 (stereo not given)
→ -4.7% | -10
CCS(=O)(=O)N1N=C(c2cccc(NS(C)(=O)=O)c2)CC1c1ccccc1 (stereo not given)
→ -3.6% | 13
COc1c(N2C[C@@H]3CCCN[C@@H]3C2)c(F)cc2c(=O)c(C(=O)O)cn(C3CC3)c12
→ 3.8% | .
COc1ccc(CCNC(=O)CCCNC(=O)Cn2cnc3sc(C)c(C)c3c2=O)cc1OC
→ 0.9% | 5
Cc1occc1C(=O)N/N=C/c1ccc(OCc2ccccc2)cc1
→ -5.8% | 8
O=C(Cc1ccccc1)NCCc1cccc(Cl)c1
→ -4.8% | .
CCOC(=O)N1CCN(c2cc(=O)n(C)c(=O)n2C)CC1
→ 2.8% | 1
COC(=O)c1ccc(C(=O)OC)c(NC(=O)CN2CCN(c3ccc(OC)cc3)CC2)c1
→ 6.5% | 7
COc1ccc(-c2cc(=NCCCCCC(=O)O)c3cc(C)ccc3o2)cc1
→ 6.5% | -1
CC(C)CC(=O)Nc1ccc(S(=O)(=O)NCc2ccco2)cc1
→ 10% | 5
Cc1ccc(-n2c(SCc3nc4ccccc4c(=O)[nH]3)nnc2-c2ccccc2O)cc1
→ -2.7% | -4

More results
compound	M. tuberculosis GlmU	RmlCD inh 1536
CCn1c(COc2ccc(Cl)cc2)nnc1SCc1ccc(C#N)cc1	2.0%	.
CCn1c(=O)cc(NC2=NCC(C)CN2c2cccc(Cl)c2)n(C)c1=O (stereo not given)	-1.5%	.
Cc1oc(/N=C/c2ccccc2O)c(C#N)c1C	4.4%	7
Cc1nn(CC(=O)NCc2ccc(C(=O)O)cc2)c(C)c1[N+](=O)[O-]	-0.7%	-6
CS(=O)(=O)c1ccc(Cl)c(NC(=O)COC(=O)c2ccc(F)cc2Cl)c1	1.3%	-14
Cn1c(=O)c2c(SCC(=O)N3CCN(c4ccccc4)CC3)nc(C3CC3)nc2n(C)c1=O	-6.4%	.
Cc1cc(/C=C2/NC(=O)NC2=O)c(C)n1-c1cccnc1	0.9%	2
CCOC(=O)C1(CCCCCCOc2ccc(Cl)cc2)CO1 (stereo not given)	-2.7%	-4
Cc1ccccc1N1C(=O)c2ccccc2C1Nc1cccnc1 (stereo not given)	-1.4%	.
CC(=O)Nc1ccc(NC(=O)COC(=O)c2c(C)nn(-c3ccccc3)c2C)cc1	2.2%	-5
COc1ccc(C(=O)N/N=C(\C)CC(=O)Nc2ccc3c(c2)OCO3)cc1	-5.9%	6
CC(=O)Nc1ccc(-c2nn[nH]n2)cc1Cl	1.3%	.
Cc1ccc(NC(=S)N/N=C/c2c(Cl)cccc2Cl)c(C)c1	1.1%	10
CN(C)c1ccc(C=C2C(=O)OC(C)(C(C)(C)C)OC2=O)cc1 (stereo not given)	0.4%	11
CO/N=C/c1cn(-c2ccc(Cl)cc2)nn1	0.5%	-13
CC(C)OC(=O)CC12CN(C)CC(CC(=O)OC(C)C)(CN(C)C1)C2=O	0.6%	-4
Cc1ccccc1N(CC(=O)N1CCN(c2ccccc2)CC1)S(C)(=O)=O	7.5%	12
CCCn1nnc(NC(=O)c2ccc(OC)cc2)n1	-8.0%	4
Cc1cc(C)n2nc(SCC#N)nc2n1	1.8%	-1
CCN1C(=O)N[C@@H](c2cccc(F)c2)C(C(C)=O)=C1C	-3.6%	.
O=C(C1CCCO1)N1CCc2ccccc21 (stereo not given)	1.8%	3
CC1CCC(C(=O)NC(C(=O)NCCN2CCC(C)CC2)C(C)C)CC1 (stereo not given)	6.8%	.
O=C(COC(=O)CNC(=O)c1sc2ccccc2c1Cl)Nc1cc(Cl)cc(Cl)c1	-0.9%	3
C[C@@H]1CCC[C@]2(O[C@H](CCO)C[C@H](O)[C@H]2O)O1	-1.3%	4
N#CCCn1cc(C(=O)N2CCCCC2)c(-c2cccc([N+](=O)[O-])c2)n1	-5.6%	.
Cc1sc2nc(SCC(=O)Nc3ccc(S(=O)(=O)NCCCC(=O)O)cc3)[nH]c(=O)c2c1C	2.6%	1
Cc1nc2c3cc(F)ccc3n(Cc3ccccc3F)c2s1	2.8%	.
Cc1nn(CC(=O)c2ccccc2)c(=O)c2nn(-c3ccccc3F)c(C)c12	-2.3%	-1
O=C1NN=C(c2ccc(Br)cc2)CC1c1ccc(Cl)cc1 (stereo not given)	-3.9%	.
O=S(=O)(c1ccccc1)n1ccc2ccccc21	-3.6%	1
Cc1ccc(-n2c(C)cc(C(=O)COC(=O)c3ccc[nH]c3=O)c2C)cc1C	3.5%	.
COc1ccc(C2C(C#N)=C(N)OC3=C2C(=O)CC(C)(C)C3)cc1Cn1cc([N+](=O)[O-])cn1 (stereo not given)	-7.7%	3
O=c1[nH]c2cccnc2n1-c1cccc([N+](=O)[O-])c1	1.7%	-13
O=C(NC1CCCC1)c1ccc(Cn2c(=O)[nH]c3ccsc3c2=O)cc1	-1.4%	48
Cc1nnn(C23CC4CC(CC(C4)C2)C3)n1	3.9%	4
O=c1[nH]cnc2sc(-c3ccccc3)cc12	-4.2%	2
COC(=O)c1ccc(C)c(NC(=O)CCc2cc(OC)c(OC)c(OC)c2)c1	-1.6%	-19

Retrieved by structure from the list above (five):
compound	M. tuberculosis GlmU	RmlCD inh 1536
O=c1[nH]c2cccnc2n1-c1cccc([N+](=O)[O-])c1	1.7%	-13
Cc1ccc(-n2c(C)cc(C(=O)COC(=O)c3ccc[nH]c3=O)c2C)cc1C	3.5%	.
O=c1[nH]cnc2sc(-c3ccccc3)cc12	-4.2%	2
COC(=O)c1ccc(C)c(NC(=O)CCc2cc(OC)c(OC)c(OC)c2)c1	-1.6%	-19
Cc1nnn(C23CC4CC(CC(C4)C2)C3)n1	3.9%	4

Only part of the results is shown, so the mix of outcomes need not match the whole.
